Screens deposited in PubChem BioAssay by several laboratories.
dFosB activator = mouse delta FosB homodimer activation; P13346; purified delta FosB, TAMRA-CDK5 oligo fluorescence polarization; percent of positive-control signal above neutral wells; activation, % at 25 µM; 0.99% of 340,000 active; AID 493131;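 active means mean activation above about 17%, with every replicate also reaching it, limit read from the data, passing the limit was not always enough; inconclusive means only one of the two conditions met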;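 further: fluorescence polarization rise as delta FosB binds a TAMRA Cdk5 AP-1 oligo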
Target sequence (P13346 whole entry, looked up): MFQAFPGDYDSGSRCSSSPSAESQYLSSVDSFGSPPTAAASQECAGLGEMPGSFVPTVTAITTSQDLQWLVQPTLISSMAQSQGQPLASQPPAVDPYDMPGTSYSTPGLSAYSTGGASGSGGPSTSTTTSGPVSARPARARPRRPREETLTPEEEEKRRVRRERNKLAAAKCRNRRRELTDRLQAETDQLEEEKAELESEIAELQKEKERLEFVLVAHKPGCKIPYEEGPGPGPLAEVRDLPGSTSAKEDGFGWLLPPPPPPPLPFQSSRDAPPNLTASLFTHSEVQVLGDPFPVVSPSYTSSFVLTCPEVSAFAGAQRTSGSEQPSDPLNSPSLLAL
PvdQ inh = P. aeruginosa PvdQ acylase inhibition. purified PvdQ acylase, fluorescence plate reader. inhibition, % at 10 µM. 0.063% of 340,000 active. AID 488965; in the data active means inhibition above about 30%, passing the limit was not always enough; inconclusive means no clear call, values can overlap the other calls;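 further: 0% = vehicle neutral wells and 100% = reference inhibitor wells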
Wnt bcat act = activates Wnt/beta-catenin signaling in a reporter cell assay; 1.2% of 300,000 active; activator, plate reader; activation, % at 9.35 µM; in the data active means activation above about 30%, passing the limit was not always enough; inconclusive means no clear call, values can overlap the other calls;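 further: 0% = neutral control wells and 100% = positive control wells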
SR-BI HDL uptake = blocks mouse SR-BI lipid uptake from DiI-HDL. inhibition, % at 12.5 µM. ldlA[mSR-BI] CHO cells, DiI-HDL uptake fluorescence, 3 h. 0.96% of 320,000 active. Q61009. AID 488896;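 active means mean replicate inhibition of at least 70% and a set share of replicates each scoring 70 or more; inconclusive means meets just one of the two criteria; inactive means fails both criteria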;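 further: 0% = median of neutral control wells and 100% = median of positive control wells; values of inactives mirror those of a sister screen read the other way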
Rtt109 Vps75 = inhibitors of Candida albicans Rtt109/Vps75 histone acetyltransferase | AID 540336 | inhibition, % at 34.9 µM | Q5AAJ8 | 0.16% of 330,000 active | purified Rtt109/Vps75, ThioGlo CoA-SH fluorescence, 4 h;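 active means inhibition of at least 50% in every replicate; inconclusive means best replicate reaches 50% inhibition but some replicates fall short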
Target sequence (Q5AAJ8 whole entry, looked up): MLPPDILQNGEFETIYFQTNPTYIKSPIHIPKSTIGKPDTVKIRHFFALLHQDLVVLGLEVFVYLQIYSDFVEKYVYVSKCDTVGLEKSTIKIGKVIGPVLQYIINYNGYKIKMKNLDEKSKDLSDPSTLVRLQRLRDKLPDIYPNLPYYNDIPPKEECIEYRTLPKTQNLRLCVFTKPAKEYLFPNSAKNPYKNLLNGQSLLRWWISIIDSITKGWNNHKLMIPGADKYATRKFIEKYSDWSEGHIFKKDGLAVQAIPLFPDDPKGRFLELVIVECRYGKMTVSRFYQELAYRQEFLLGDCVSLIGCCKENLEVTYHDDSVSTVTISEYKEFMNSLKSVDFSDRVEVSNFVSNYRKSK
cardiac RTF act = increases calcium sensitivity of human cardiac regulated thin filaments. P19429+P45379. IANBD-labeled TnC RTF fluorescence at EC20 calcium; 0% EC20 calcium, 100% full calcium. activation, % at 7.2 µM. 0.24% of 340,000 active. AID 493008;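 active means activation above the mean over all tested compounds plus 3 SD, cut at about 30% in these data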;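 further: rise in fluorescence read as greater calcium sensitivity of cardiac thin filaments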
CDK5 p35 inh = CDK5/p35 (human) kinase inhibition; inhibition, % at 10 µM; Q00535+Q15078; 0.01% of 330,000 active; Recombinant CDK5/p35, ADP-Glo luminescence, 60 min; AID 488839;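 active means highest replicate inhibition of at least 50% and at least 75% of replicates reaching 50%; inconclusive means only one of the two criteria met; inactive means both criteria failed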;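 further: plate controls were DMSO neutral control for no effect and GW8510 at 10 µM for full effect; many of its hits are not listed in these tables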
MITF act = activators of MITF-driven TRPM1 promoter activity in SK-MEL-5 cells | activation, % at 12.5 µM | 0.75% of 300,000 active | SK-MEL-5 TRPM1-promoter luciferase, 24 h; % of positive control, neutral wells = 0 | AID 588334;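 active means mean activation of at least 80% with every replicate also reaching 80%; inconclusive means mean reaches 80% but some replicate falls short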;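 further: 0% = neutral control wells and 100% = parthenolide positive control wells; values of inactives mirror those of a sister screen read the other way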
HTR5A ag ctr = HTR5A agonism, opioid heterodimer counter-screen | P47898 | HTR5A agonist assay, luminescence, cell-based | activation, % at 9.3 µM | 0.61% of 340,000 active | AID 504692; in the data active means activation mostly above about 9.5%, no sharp cut-off; inactive means mostly below about 7.6%;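 further: 0% = cells with vehicle only and 100% = reference agonist; strong numbers were not always called active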
Target sequence (P47898 whole entry, looked up): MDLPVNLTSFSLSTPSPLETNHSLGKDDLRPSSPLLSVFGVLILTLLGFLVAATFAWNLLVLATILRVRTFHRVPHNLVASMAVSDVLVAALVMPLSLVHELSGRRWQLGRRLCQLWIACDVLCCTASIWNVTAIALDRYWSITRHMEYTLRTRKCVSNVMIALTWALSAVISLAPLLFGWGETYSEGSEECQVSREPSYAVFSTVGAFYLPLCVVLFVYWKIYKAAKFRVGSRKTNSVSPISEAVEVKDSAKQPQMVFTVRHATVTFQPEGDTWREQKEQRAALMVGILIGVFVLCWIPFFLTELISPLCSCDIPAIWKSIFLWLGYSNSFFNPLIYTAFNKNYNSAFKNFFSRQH
SR-BI DiI-HDL act = enhances SR-BI lipid uptake from DiI-HDL; CHO ldlA[mSR-BI] cells, DiI-HDL uptake fluorescence, 3 h; 100 = double the neutral-control signal; activation, % at 12.5 µM; 0.096% of 320,000 active;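 active means mean replicate activation of at least 60% and every replicate at or above 60%; inconclusive means mean or all-replicate condition met, but not both; inactive means mean below 60% and not all replicates reaching 60%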;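 further: 0% = median plate neutral-control signal and 100% = twice that signal; values of inactives mirror those of a sister screen read the other way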
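System: CHO ldlA[mSR-BI] cells / Medium: HEPES-buffered (25 mM, pH 7.4) F12 plus 0.5% BSA / Probe or stimulus: labelled HDL, 10 µg/mL / Doses: single compound concentration, delivered by pin transfer / Schedule: 3 h, 37 °C / Measured by: DiI fluorescence, bottom read / Measure: cell-associated DiI fluorescence as measure of HDL uptake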
* = called active by the depositor; ? = inconclusive; / = not tested or not shown. Not a hit list. Share with any hit: about 4.4%.

A first look, 2 compounds:
SMILES	dFosB activator	PvdQ inh	Wnt bcat act	SR-BI HDL uptake	Rtt109 Vps75	cardiac RTF act	CDK5 p35 inh	MITF act	HTR5A ag ctr	SR-BI DiI-HDL act
Cc1ccc(S(=O)(=O)N2CCC(C(=O)Nc3ccccc3N3CCCC3)CC2)c(C)c1	-12	-12	3	15	-8	-2	-1.0	-2	-2	-15
CCCCCOC(=O)CSc1n[nH]c(=O)[nH]c1=O	1	-3	4	-14	-4	0	0.4	-14	3	14

The listing, previewed entries included:
SMILES	dFosB activator	PvdQ inh	Wnt bcat act	SR-BI HDL uptake	Rtt109 Vps75	cardiac RTF act	CDK5 p35 inh	MITF act	HTR5A ag ctr	SR-BI DiI-HDL act
Cc1ccc(S(=O)(=O)N2CCC(C(=O)Nc3ccccc3N3CCCC3)CC2)c(C)c1	-12	-12	3	15	-8	-2	-1.0	-2	-2	-15
CCCCCOC(=O)CSc1n[nH]c(=O)[nH]c1=O	1	-3	4	-14	-4	0	0.4	-14	3	14
CC(=O)c1sc2ccccc2c1OC(=O)c1ccco1	-8	0	/	-28	-1	2	0.1	1	10	28
O=C(CCCCCN1C(=O)CCC1=O)Nc1ccc(Cl)c(C(F)(F)F)c1	-4	-11	/	8	-1	0	-0.8	-4	1	-8
Cc1cc(C)c2c(CN3CCN(C)CC3)cc(=O)oc2c1	-8	11	/	9	13	-3	7.9	-3	-1	-9
CCOC(=O)C1CCN(S(=O)(=O)c2ccc3c(c2)CCN3C(C)=O)CC1	3	-14	-4	5	2	-2	-1.2	-11	0	-5
CCN(CC(=O)NC1CCS(=O)(=O)C1)C(=O)c1ccc(OC)c([N+](=O)[O-])c1 (stereo not drawn)	4	-9	-2	-3	5	-7	-3.2	9	3	3
O=C(Nc1ccc(Cl)cc1)c1nc[nH]c1C(=O)NCc1ccccc1	-1	4	-4	-10	-4	-11	0.1	-1	-6	10
O=C(Nc1cccc(S(=O)(=O)NC2=NCCC2)c1)c1cc(F)c(F)c(F)c1F	-9	-9	-3	-8	2	3	1.5	2	-1	8
CC1CN(c2oc(-c3ccccc3Cl)nc2C#N)CC(C)O1 (stereo not drawn)	-3	-8	/	10	-4	-6	-0.1	-5	3	-10
COc1ccc(OC)c(NC(=O)c2c3c(nc4ccccc24)CCC3)c1	0	-3	-1	?	12	1	-0.6	-8	3	-73
Nc1ccc2nc(SCC(=O)N3CCOCC3)sc2c1	-3	-20	12	2	8	11	0.1	14	3	-2
O=C(NCCC1=CCCCC1)c1cc(-c2ccccn2)nc2ccccc12	-11	-9	0	-20	-2	3	-0.3	5	-3	20
N#CC(c1ccccc1)c1ccc2c(C(F)(F)F)cc(C(F)(F)F)nc2n1 (stereo not drawn)	1	8	/	-20	3	-3	5.1	-50	-3	20
O=C(COC(=O)c1ccc(F)c(S(=O)(=O)N2CCOCC2)c1)Nc1ccc2[nH]c(=O)[nH]c2c1	-1	-12	-1	-26	0	-1	-1.6	6	-3	26
O=C(O)c1cc(-c2ccc(Cl)cc2)n(-c2ccccc2)n1	-3	-8	0	-9	6	1	0.4	-1	-2	9
COc1ccccc1NC(=O)CCCC(=O)OCC(F)(F)C(F)F	-4	8	0	-7	/	4	-1.6	-6	1	7
Cc1ccc(C(=O)N[C@H](C(=O)OCc2cc(=O)oc3cc(C)ccc23)C(C)C)cc1	-4	-14	6	-9	-4	-1	0.3	4	4	9
CC(=O)c1cccc(NC(=O)COC(=O)C2=COCCO2)c1	-7	-9	-1	3	/	-3	-0.6	-8	-1	-3
CC(C)(C)OC(=O)N1CCC[C@H]1c1nnc(SCc2c(F)cccc2Cl)o1	-6	-21	/	-12	-4	2	0.0	22	2	12
S=C(NCc1ccco1)N1CCC(c2nc3ccccc3o2)CC1	10	6	2	-3	14	0	0.1	16	-3	3
CC1(C(=O)N(CC(=O)NC2CCCC2)Cc2ccco2)CC(=O)N=C2C=CC=CN21 (stereo not drawn)	-2	-10	/	-32	-2	1	-2.9	-1	5	32
Cc1ccc(C)c(CSc2ccc3nnc(-c4ccccn4)n3n2)c1	-21	-1	-3	29	2	-7	-0.5	0	1	-29
Cc1ccc(-c2c3c(=O)n(C)c(=O)n(C)c3cn2Cc2ccccn2)cc1	10	7	/	-5	1	0	-0.7	4	-1	5
CCOc1cc(/C=C(\C#N)C(=O)Nc2ccccn2)ccc1O	-5	-5	-3	-4	-1	-6	0.9	-12	2	4
O=C(COC(=O)CCS(=O)(=O)c1ccc(F)cc1)NC1CCCCC1	-8	-3	3	3	-1	0	-0.2	-8	-4	-3
Cc1ccc(OCc2nc(-c3ccccn3)no2)cc1	4	15	12	-1	-10	0	1.8	48	-8	1
Cc1cc(=O)[nH]c(N/N=C/C=C/c2ccccc2)n1	7	4	2	53	/	-3	-0.7	3	2	-53
C#CCN1C(=O)S/C(=C\c2ccc(-c3ccc(C(=O)O)cc3C)o2)C1=O	-17	-10	16	6	4	5	-0.2	47	-7	-6
CC(=O)N1N=C(c2ccc(Br)cc2)OC1(C)CC(=O)Nc1ccccc1 (stereo not drawn)	-17	3	/	-9	28	1	0.6	-8	0	9
O=C(Cc1ccccc1)Nc1c2c(nn1-c1cccc(Cl)c1)CS(=O)(=O)C2	-5	-10	/	0	-2	-6	-1.7	-7	0	0
Cc1cc(OCC(=O)N(C)C)c2c(-c3ccccc3)cc(=O)oc2c1	-2	-7	-4	/	0	0	-0.3	-5	-1	/
O=C(CN1CCN(Cc2ccc3c(c2)OCO3)CC1)Nc1ccc2[nH]c(=O)[nH]c2c1	3	-3	-2	-31	-1	0	2.8	13	0	31
O=[N+]([O-])c1cccc(-n2cc3ccc([N+](=O)[O-])cc3n2)c1	5	-16	14	6	0	3	0.6	39	1	-6
COc1ccc(S(=O)(=O)/N=C2/NC(=O)/C(=C\c3cc(OC)c(OC)cc3[N+](=O)[O-])S2)cc1	-3	-8	2	/	7	-1	-1.3	-2	-2	/
O=C(NCCc1cccc(Cl)c1)c1cc2ccccc2oc1=O	-1	-18	/	-5	0	5	-0.2	/	1	5
COc1cc(/C=N/N2CCOCC2)ccc1OC(=O)c1ccco1	-2	-8	-1	-6	-4	-4	-0.3	-3	-3	6
O=C(NN=Cc1ccc(Cl)cc1Cl)C1CC1	-11	-6	2	14	-5	-2	-0.7	17	-3	-14
COc1cc(OC)cc(-c2nc(SCC(=O)Nc3ccccc3F)n[nH]2)c1	-8	-13	-1	-11	-12	2	-2.4	6	9	/
O=C(NC(=S)Nc1ccc(CN2CCOCC2)cc1)c1cccc([N+](=O)[O-])c1	-8	-2	-5	-15	-6	0	-3.0	2	2	15
Cc1c(CC(=O)O)c(=O)oc2cc3occ(-c4ccccc4)c3cc12	-16	-5	6	-20	-11	5	1.3	-3	0	20
CCOc1ccc(C(=O)NCC2CCCN2S(=O)(=O)c2cccs2)cc1 (stereo not drawn)	-7	-11	-1	6	2	0	-1.0	-3	-2	-6
CC1(C)CC(=O)C(C=NCCN2CCN(C3CC(=O)N(c4ccc(Cl)c(Cl)c4)C3=O)CC2)=C(O)C1 (stereo not drawn)	-5	-9	-1	25	6	0	-0.2	-3	1	-25
Clc1ccc(OCCCc2nc(-c3ccncc3)no2)c(Cl)c1	-1	-8	-4	7	-1	4	-0.3	9	4	-7
CCn1c(SCC(=O)Nc2ccc(S(N)(=O)=O)cc2)nnc1-c1ccccc1OC	2	-8	/	/	6	0	-1.4	-20	-2	/
COc1ccc(OC)c2c1sc(=NC(=O)c1cccc(N3C(=O)CCC3=O)c1)n2C	-11	-12	-4	77*	-2	4	0.3	-1	1	-77
Cc1cccc(N2CCN(S(=O)(=O)c3c(C(=O)N4CCCCC4)c(C)n(C)c3C)CC2)c1C	-19	-7	-3	-36	7	-4	-1.3	6	-2	/
NC(=O)COC(=O)CCCSc1nc2ccccc2s1	-5	-5	-2	-12	-1	4	1.0	-8	-2	12
Clc1ccc(OCCCN2CCCC2)cc1Cl	-2	-25	/	3	6	8	-2.1	10	2	-3
CSCC[C@H](NC(=O)OC(C)(C)C)C(=O)N/N=C/c1cccc2nccnc12	-8	2	-3	-18	4	8	-2.2	/	0	18
CCc1cc(C(=O)O)c(NC(=O)/C=C/c2ccc(OC)cc2)s1	-3	4	?	6	9	-2	-7.1	74	5	-6
Cc1ccccc1COC(=O)CCC1=NS(=O)(=O)c2ccccc2N1	-7	4	-1	-4	0	2	-2.8	-4	2	4
COC(=O)CN(c1nc(C)c(Br)c(OC)n1)S(=O)(=O)c1ccccc1	-9	1	0	-12	6	4	0.9	-11	-4	12
O=C(NNC(=O)C12CC3CC(CC(C3)C1)C2)c1ccccn1	-8	-4	6	-25	-11	-2	0.9	/	-4	25
O=C(CN(c1ccccn1)S(=O)(=O)c1ccc(F)cc1)Nc1ccccc1	-3	-9	-5	-17	/	-3	0.4	-7	-2	17
c1ccn2c(SCc3ccc4c(c3)OCO4)nnc2c1	7	-1	/	-14	-12	0	-2.5	4	-6	14
CC(NC(=O)c1ccco1)C(c1cccs1)N1CCN(c2ccccc2)CC1 (stereo not drawn)	-8	-12	1	15	-3	-3	0.7	9	9	-15
CCc1ccc(/C=C2\Oc3cc(OC(=O)N4CCOCC4)ccc3C2=O)cc1	-7	-6	-4	12	10	4	-2.9	11	0	3
CCN(CC)CCCNC(=O)COc1ccc2oc3c(c2c1)CCCC3	-4	-14	0	/	-3	-2	0.4	6	-2	/
C=CCn1c(SCc2ccc(C(=O)NCCO)cc2)nc2ccccc2c1=O	-17	-18	7	24	-3	0	-6.4	/	2	-24
The results go on:
SMILES	dFosB activator	PvdQ inh	Wnt bcat act	SR-BI HDL uptake	Rtt109 Vps75	cardiac RTF act	CDK5 p35 inh	MITF act	HTR5A ag ctr	SR-BI DiI-HDL act
CCOC(=O)c1sc(N2N=C(C)/C(=C\c3ccc(OCC(=O)OC)cc3)C2=O)nc1C	-9	-6	/	-26	23	1	0.2	8	-4	26
CN(C)S(=O)(=O)N1CCN(C(=O)c2ccc3c(c2)OCO3)CC1	4	-10	-2	/	-11	-5	-0.4	-5	1	/
N/C(=N\O)c1ccc(Cl)cc1Cl	3	-12	0	-11	7	5	-1.2	-9	10	11
Cc1ccc(NC(=O)COc2ccc(Br)cc2C)cc1	-7	1	-2	-26	/	-4	6.9	12	-1	26
C#CCOCCOCCOCCNc1nc(N2CCN(C(=O)Cn3cc(CCCCN)nn3)CC2)nc(N2CCN(C(=O)[C@H](C(C)C)n3cc(CCO)nn3)CC2)n1	-4	-3	0	-13	4	-2	0.1	5	4	13
CC(=O)Nc1ccc(S(=O)(=O)N2CCN(C(=O)c3ccco3)CC2)cc1	-8	-18	-1	-9	10	1	0.8	-6	0	9
COc1ccc(C(=O)CN2CCN(c3ccc(Cl)cc3)CC2)cc1OC	-3	-15	4	25	0	-10	-1.3	-13	3	-25
